Lipid storage S3 – qHTS Assay for Lipid Storage Modulators in Drosophila S3 Cells; Drosophila S3 cells, BODIPY lipid droplet fluorescence, 18-24 h; cells fed with added oleic acid; Potency in µM for hits, for the others lipid storage change, negative = inhibition, % at the top dose, mostly 46.1 µM; 320,000 compounds, 0.64% hits; AID 2685, 2010; active = well fitted inhibition curve with a large enough effect in the signal ratio, with a control signal flat, not every such curve was filed as active; inconclusive = small, poorly fitted or top-dose-only effect, or effect the other way, or a change in a side signal; the % refers to the signal ratio
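Laser-scanning cytometry quantifies lipid droplet accumulation (500–530 nm total intensity; droplet/cell object ratio) in oleic acid-fed (400 uM added) Drosophila S3 cells treated with a concentration series. 20 uM Triacsin C defined 100% inhibition.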
Lipid storage S3 cell count max – further read-out of Lipid storage S3, marked with its call; cell number change, %; measured here: cell count max response;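 cells counted by Cell Tracker Red CMTPX staining in the red channel; peak over a dose series mostly up to 46.1 µM; percent activity relative to internal control wells on each plate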
Active calls of the source: *; i = inactive; u = inconclusive; x = no result given; [ ] = another dose, or the depositor's remark. % is scaled to controls: 0 for no effect and ±100 for the full control effect; potency is read from the fitted curve at half-maximal effect. A portion of the library; the hit share may differ from the screen's.

| Molecule | Lipid storage S3 cell count max | Lipid storage S3 |
| --- | --- | --- |
| COc1cccc(-c2nc(-c3ccccc3)c(-c3ccccc3)[nH]2)c1OCC(=O)O | x | u |
| CC(C)C1OC2c3cccc4cccc(c34)C2N1c1ccccc1 (centres undefined) | 10 | -1% |
| Cc1cccc2cc(CN(Cc3ccco3)C(=O)c3cccs3)c(=O)[nH]c12 | x | u |
| COc1ccc(S(=O)(=O)N2CCCC(C(=O)N3CCCC3)C2)cc1OC (centres undefined) | x | u |
| CCOC(=O)c1c(C)[nH]c(C=Nc2ccc(OC)cc2)c1O | 8 | 9% |
| COc1cc(NC(=O)C2CCN(S(=O)(=O)c3ccc4[nH]c(=O)oc4c3)CC2)cc(OC)c1 | x | u |
| CCOC(=O)C1CCCN(S(=O)(=O)c2ccccc2)C1 (centres undefined) | 26 | -25% |
| C[C@]12C[C@H](O)[C@@H]3c4ccc(O)cc4CCC3[C@@H]1CCC2=O (some centres undefined) | x | u |
| COC(=O)Nc1ccc(S(=O)(=O)NNC(=O)c2c(O)c3ccccc3[nH]c2=O)cc1 | -18 | -7% |
| CC[N+](C)(C)Cc1ccccc1Br | 8 | -3% |
| O=C(OC[C@@H]1CCCN2CCCC[C@H]12)c1cc2ccccc2oc1=O | x | u |
| Cc1cc(=O)[nH]c(N/N=C/C=C/c2ccccc2)n1 | x | u |
| CCOC(=O)C1CCCN(C(=O)c2ccc(-c3ccc([N+](=O)[O-])cc3)o2)C1 (centres undefined) | x | i |
| COC(=O)CN(n1cnnc1)S(=O)(=O)c1ccccc1Cl | -2 | i |
| COc1ccc2[nH]c(C(=O)Nc3ccc4c(c3)OCO4)cc2c1 | x | u |
| CSc1oc(-c2ccco2)nc1S(=O)(=O)c1ccc(Br)cc1 | x | u |
| Brc1ccccc1OCCCOc1cccc2cccnc12 | x | u |
| COc1ccc(/C=C/C(=O)OCCNC(=O)c2ccncc2)cc1OC | x | u |
| COc1ccc(C(C)=O)cc1CSc1nnc2c(Cl)cc(Cl)cn12 | x | u |
| CS(=O)(=O)c1ccc2nc(NC(=O)c3cccc(Cl)c3)sc2c1 | 6 | 18% |
| COCCNC(=S)Nc1ccc(S(=O)(=O)Nc2cnc3ccccc3n2)cc1 | x | u |
| O=C(NCc1ccccn1)c1ccco1 | 16 | 2% |
| Cc1noc(C)c1S(=O)(=O)N1CCC(C(=O)N(C)Cc2ccccc2)CC1 | x | u |
| Cc1ccc(S(=O)(=O)N2CCC(C(=O)OCc3ccc([N+](=O)[O-])cc3)CC2)cc1 | 5 | i |
| COc1nc(N=C(N)N)nc2ccc(C)cc12 | 5 | 3% |
| CCCSc1nsc(NC(=O)CCC)n1 | -22 | 0% |
| COc1cccc(S(=O)(=O)NCC(=O)N2CCCC2)c1 | -19 | i |
| CCc1ccc(OCC(O)CN2CCN(CCO)CC2)cc1 (centres undefined) | 14 | i |
| O=C(Nc1ccc(F)cc1)c1cc(S(=O)(=O)N2CCCCC2)ccc1F | x | u |
| CCc1nnc(NC(=O)C(CC)c2ccccc2)s1 (centres undefined) | 17 | 11% |
| COc1ccc(/C=C2\NC(=O)C(C=NCc3ccccc3)=C2O)cc1 | x | u |
| O=C(O)CCCNCc1ccccc1F | x | u |
| COc1ccc2nc(N(Cc3ccccc3)C(=O)CCNC(C)=O)sc2c1 | 20 | i |
| COc1ccc(NCc2nnc(SCC(=O)Nc3ccccc3)n2C)cc1 | x | u |
| CCOC(=O)c1cc(NC(=O)N(C(C)C)C(C)C)c(C)nc1C | x | u |
| O=C(Nc1cccn2ncnc12)c1ccc(Cl)cc1 | -11 | -10% |
| COC(=O)c1ccc(N2CCN(C(=O)C3CC3)CC2)c([N+](=O)[O-])c1 | -6 | -2% |
| CN(C)/C=C(/C#N)C(=O)c1cccc(Oc2ccc(C(C)(C)C)cc2)c1 | 3 | i |
| COc1ccc(/C=c2\s/c(=C\C(=O)C(C)(C)C)[nH]c2=O)cc1O | x | u |
| Cc1ccc(NC(=O)c2nnn(-c3cc(C)cc(C)c3)c2N)cc1 | x | u |
| Cc1cc(C(=O)NCc2cccs2)cs1 | x | u |
| COCCNC(=O)CSc1n[nH]c(=O)n1CCc1ccccc1 | 10 | 0% |
| CCCC(c1nnnn1C(C)(C)CC)N(Cc1ccco1)Cc1cc2ccc(OC)cc2[nH]c1=O (centres undefined) | x | i |
| CC1CCN(C(=O)CSc2nnc(CNC(=O)c3ccc(F)cc3)o2)CC1 | x | u |
| CCSc1ccc(C(=O)NCC(=O)O)cc1 | x | u |
| COCCN=C1N[C@@H](c2cccc(C(F)(F)F)c2)C(C(=O)OC)=C(C)N1Cc1ccccc1 | 3 | -1% |
| O=C(COC(=O)Cc1cccs1)Nc1ccc(OC(F)(F)F)cc1 | -5 | 12% |
| Fc1cc2ncn(Cc3ccccc3)c2cc1F | 11 | 12% |
| COC(=O)[C@H](Cc1c[nH]c2ccccc12)NC(=O)NCc1ccccc1 | x | u |
| O=S(=O)(CCN(CCS(=O)(=O)C(F)(F)F)CC1CCCO1)C(F)(F)F (centres undefined) | -23 | -24% |
| Cc1nc2scc(C)n2c(=O)c1S(=O)(=O)N1CCN(c2ccc([N+](=O)[O-])cc2)CC1 | x | u |
| CC(NCCN(C)C)C(=O)C12CC3CC(CC(C3)C1)C2 (centres undefined) | x | u |
| Cn1cc(CCC(=O)NCc2ccc3c(c2)OCO3)c2ccccc21 | x | u |
| CCOC(=O)c1cn(CC)c2cc(N3CCSCC3)c(F)cc2c1=O | -8 | i |
| O=C(N/N=C/c1ccoc1)c1ccc(Cl)cc1Cl | x | u |
| Cc1ccc(-c2csc3ncnc(N4CCN(C(=O)c5ccccc5)CC4)c23)cc1 | x | u |
| Cc1ccccc1CSc1nnc(-c2cccs2)n1Cc1ccco1 | -20 | -18% |
| COCCN(Cc1cn(C)nc1-c1ccccc1F)C(C)C | -6 | -10% |
| Cc1ccc2c(Cl)cc(Cl)c(OCC(=O)NC(=O)NCc3ccco3)c2n1 | x | u |
| O=C(COC(=O)C1CCN(c2ccc(C(F)(F)F)cn2)CC1)NCc1cccc(Cl)c1 | x | u |

Entries above that have a nitro group on carbon, in the order listed:
| Molecule | Lipid storage S3 cell count max | Lipid storage S3 |
| --- | --- | --- |
| CCOC(=O)C1CCCN(C(=O)c2ccc(-c3ccc([N+](=O)[O-])cc3)o2)C1 (centres undefined) | x | i |
| Cc1ccc(S(=O)(=O)N2CCC(C(=O)OCc3ccc([N+](=O)[O-])cc3)CC2)cc1 | 5 | i |
| COC(=O)c1ccc(N2CCN(C(=O)C3CC3)CC2)c([N+](=O)[O-])c1 | -6 | -2% |
| Cc1nc2scc(C)n2c(=O)c1S(=O)(=O)N1CCN(c2ccc([N+](=O)[O-])cc2)CC1 | x | u |

Continued:
| Molecule | Lipid storage S3 cell count max | Lipid storage S3 |
| --- | --- | --- |
| N#C/C(=C\c1cc([N+](=O)[O-])ccc1Cl)C(N)=O | x | u |
| COc1ccc(CNc2ncc(-c3ccc(Br)cc3)n2C)cc1OC | x | u |
| OCC1(Cc2ccccc2)CCN(Cc2ccccn2)CC1 | x | u |
| CCOC(=O)c1ccc2c(c1)nc(-c1ccccn1)n2CC | x | u |
| O=C(CN(Cc1ccccc1)C(=O)CNS(=O)(=O)c1ccccc1)NCc1ccco1 | 11 | i |
| Fc1ccccc1NC(=S)N1CCOCC1 | 5 | 0% |
| COc1ccc(OC)c(NC(=O)CCCN2C(=S)NC(C)(C)CC2C)c1 (centres undefined) | 4 | 14% |
| CCn1cc(C(c2ccccc2)C(C(C)=O)[N+](=O)[O-])c2ccccc21 (centres undefined) | 4 | 11% |
| COc1ccc(-c2csc(Nc3cccnc3)n2)cc1 | x | u |
| O=c1c2c(-c3ccccc3)csc2ncn1/N=C/c1ccc(O)c([N+](=O)[O-])c1 | x | u |
| COc1ccc(CNC(=O)C(c2ccncc2)N(C(=O)Cc2cccs2)c2ccccc2C)cc1 (centres undefined) | x | 24% |
| CS(=O)(=O)N1CCN(C/C=C/c2ccccc2)CC1 | x | u |
| COc1cccc(-n2c(SCC(=O)Nc3nccs3)nnc2-c2ccoc2C)c1 | -4 | 1% |
| Cc1ccc(C)c(N2CCN(C(=O)c3ccc4nc(N5CCOCC5)sc4c3)CC2)c1 | x | u |
| Cc1nc2cc3c(cc2s1)OCO3 | 18 | 5% |
| CSCCOC(=O)C1=C(C)NC(=O)CC1c1ccccc1Cl (centres undefined) | x | -26% |
| O=C(c1ccco1)N1N=C(c2cccs2)CC1c1ccc(F)cc1 (centres undefined) | x | i |
| COC(=O)c1ccc(-n2cnc(Cl)n2)c(F)c1 | x | u |
| CCCCC(=O)Nc1ccc2c(c1)nc(CCN1CCOCC1)n2C | x | u |
| CSc1cccc(NC(=S)N(CCCN2CCCC2)Cc2cccn2Cc2ccc(Cl)cc2)c1 | x | u |
| Oc1ccc(CNc2ccccc2)c2cccnc12 | x | u |
| Cc1ccc(Cn2ncc3c(NCCCN(C)C)ncnc32)cc1 | 2 | 22% |
| Cc1cc(=O)n2nc(N3CCC(C(=O)NCc4cccc(Cl)c4)CC3)sc2n1 | x | u |
| CC1(C)CC(=O)c2c(nn(-c3ccccc3)c2N)C1 | -1 | -4% |
| CCOc1cc(/C=N/NC(=O)c2cccs2)ccc1OC(=O)N1CCOCC1 | 0 | 5% |
| O=C(Nc1cnn(Cc2c(Cl)cccc2Cl)c1)C(c1ccccc1)c1ccccc1 | x | u |
| O=C1C2C3C=CC(C3)C2C(=O)N1c1ccc(S(=O)(=O)Nc2nccs2)cc1 (centres undefined) | x | u |
| Cc1sc(NC(=O)c2ccccc2)c(C#N)c1-c1ccccc1 | 0 | 20% |
| O=C(Cc1ccccc1)NCC(=O)Nc1cccc(Cl)c1 | x | u |
| COc1ccc(OCC(=O)NCC(c2cccs2)N2CCOCC2)cc1 (centres undefined) | x | u |
| Cn1ncc(Br)c1C(=O)NC1CCCC1 | 1 | i[0.369 µM] |
| CCCn1nc(C(=O)Nc2cccc(C(=O)OC)c2)c2ccccc2c1=O | x | u |
| Cc1ccc(-c2nnn(CC(=O)N(CCO)C(C(=O)NC3CCCCC3)c3ccncc3)n2)o1 (centres undefined) | x | u |
| CCC(CC)C(=O)Nc1cc(C)cc(C)c1 | -2 | 8% |
| Cc1cc(=O)oc2cc(OCC(=O)Nc3nnc(CC(C)C)s3)ccc12 | -11 | -10% |
| CCCCN1CCc2[nH]c(=S)[nH]c(=O)c2C1 | 6 | -3% |
| CC1=CC(C)C2C(=O)N(c3ccccc3)C(=O)C2C1 (centres undefined) | x | u |
| CCOC(=O)c1nnn(-c2nonc2N)c1CN(C)C1CCCCC1 | x | u |
| Cc1cc(C)n2nc(C(=O)OCC(=O)N(CC(C)C)CC(C)C)nc2n1 | x | u |
| C#CC[N+](C)(C)CC#Cc1ccccc1 | 4 | 2% |
| COc1cc(NC(=O)c2ccc([N+](=O)[O-])o2)ccc1NC(=O)c1ccco1 | -26* | 8.2µM* |
| CCc1sc(-c2c(C#N)c(N)nc3c2CCCCCC3)cc1[N+](=O)[O-] | -2 | -17% |
| O=C(O)CSc1nc(-c2ccccc2)c(-c2ccccc2)[nH]1 | 7 | -1% |
| C(=N\N1CCN(Cc2ccccc2)CC1)/c1cccs1 | x | u |
| COc1ccc(Cn2nnnc2CN2CCC(O)(c3ccc(F)cc3)CC2)cc1 | 6 | 2% |
| Cc1cccc(NC(=O)Cn2nc(-c3cccs3)ccc2=O)c1C | x | u |
| Cc1ccc(N=C(NO)c2cnccc2C(F)(F)F)c(C)c1 | x | 9% |
| CCN(CC)S(=O)(=O)c1ccc(NS(=O)(=O)c2ccc(C)c(C)c2)cc1 | x | u |
| Cc1ccccc1OCC(=O)Nc1ccc(S(=O)(=O)N2CCCC2)cc1 | x | u |
| O=C(NCc1ccccc1Cl)C1CCN(S(=O)(=O)N2CCCC2)CC1 | x | u |
| O/N=C(/CN(O)/C=C1/C=CC=N1)c1cccs1 | -9 | i |
| CCOC(=O)C1CCN(C(=O)Cn2cc3c(n2)CCC(C)C3)CC1 (centres undefined) | x | -10% |
| CCc1ccc(N(CC(=O)NC(C)C)C(=O)CCC(=O)Nc2nccs2)cc1 | 14 | 9% |
| Cc1cc(S(=O)(=O)NCCN2CCOCC2)c(C)s1 | x | u |
| CC(C)c1cccc(C(C)C)c1NC(=O)CN1C(=O)NC2(CCCC2)C1=O | x | u |
| N#CCCN1CCN(S(=O)(=O)c2ccc3c(c2)OCCCO3)CC1 | 29 | i |
| CCNC(=O)NC(=O)C(C)Sc1nc2ccccc2c(=O)n1-c1cccnc1 (centres undefined) | 9 | -2% |
| O=C(COC(=O)C1CC1)Nc1ccc(N=Nc2ccccc2)cc1 | x | u |
| COc1cc(-c2cc(-c3ccc(N)cc3)[nH]c(=O)c2C#N)cc(OC)c1OC | 28 | 12% |
| O=C(c1cc(-c2cccc(Cl)c2)on1)N1CCN(c2ccccc2)CC1 | x | u |

Entries of single compounds from above.
CCCn1nc(C(=O)Nc2cccc(C(=O)OC)c2)c2ccccc2c1=O is listed with Lipid storage S3 cell count max: x; Lipid storage S3: u
CC1CCN(C(=O)CSc2nnc(CNC(=O)c3ccc(F)cc3)o2)CC1 is listed with Lipid storage S3 cell count max: x; Lipid storage S3: u

(list continues)
| Molecule | Lipid storage S3 cell count max | Lipid storage S3 |
| --- | --- | --- |
| Cc1ccc2c(NC(=O)c3ccco3)cccc2n1 | x | u |
| CC1(C)O[C@@H]2CC3C4C[C@H](F)C5=CC(=O)C=CC5(C)C4C(O)CC3(C)[C@]2(C(=O)CO)O1 (some centres undefined) | x | u |
| CCOc1ccc(/C(C)=N/NC(=O)Cn2nc([N+](=O)[O-])cc2C)cc1 | 14 | 7% |
| O=C(COc1ccc(Cl)cc1Cl)N1CCCN(C(=O)COc2ccc(Cl)cc2Cl)CC1 | x | u |
| Cc1[nH]c2ccccc2c1C(=O)CN1CCC(C)CC1 | x | u |
